# DSG3 Ab inh: inhibitors of pemphigus antibody binding to human desmoglein-3; P32926; DSG3-coupled beads, scFv-anti-DSG3-GFP binding, flow cytometry; active compounds read low; binding (percent of control), % at 10 µM; 310,000 tested, 0.48% active;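 active = binding more than 3 SD below its plate's average and above zero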;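 also: hits lower antibody fragment binding to DSG3; some compounds called inactive have numbers as strong as hits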
# MOR-DOR ag: OPRM1-OPRD1 heterodimerization agonism. P35372+P41143. cells, luminescence. activation, % at 9.3 µM. 340,000 tested, 0.3% active. AID 504326; in the data active = activation above about 18%;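 also: 0% = vehicle-treated cells and 100% = reference agonist; values of inactives mirror those of a sister screen read the other way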
# Target sequence (P35372 whole entry, looked up): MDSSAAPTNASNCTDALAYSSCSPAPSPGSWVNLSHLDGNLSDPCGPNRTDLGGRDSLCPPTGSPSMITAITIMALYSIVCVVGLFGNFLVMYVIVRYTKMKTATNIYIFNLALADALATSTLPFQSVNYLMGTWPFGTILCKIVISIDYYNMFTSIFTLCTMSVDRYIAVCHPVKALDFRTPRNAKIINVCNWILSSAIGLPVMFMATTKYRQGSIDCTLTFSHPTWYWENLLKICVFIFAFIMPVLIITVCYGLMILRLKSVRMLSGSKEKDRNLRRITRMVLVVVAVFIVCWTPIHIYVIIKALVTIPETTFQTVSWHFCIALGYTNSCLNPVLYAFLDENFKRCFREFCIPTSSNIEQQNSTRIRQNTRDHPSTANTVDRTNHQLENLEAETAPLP
# Target sequence (P41143 whole entry, looked up): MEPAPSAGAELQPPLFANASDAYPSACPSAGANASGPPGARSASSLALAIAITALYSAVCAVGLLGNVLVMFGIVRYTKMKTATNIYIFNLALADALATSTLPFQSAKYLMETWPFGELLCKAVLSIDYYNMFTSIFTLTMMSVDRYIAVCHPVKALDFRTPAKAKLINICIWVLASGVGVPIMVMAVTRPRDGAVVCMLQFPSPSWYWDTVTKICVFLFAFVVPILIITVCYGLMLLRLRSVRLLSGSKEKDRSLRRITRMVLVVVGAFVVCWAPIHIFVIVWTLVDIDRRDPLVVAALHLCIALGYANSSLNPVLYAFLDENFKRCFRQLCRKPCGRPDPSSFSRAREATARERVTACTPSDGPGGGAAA
# Tat transport: E. coli Tat transport inhibition; E. coli MC4100 TorA-mCherry Tat export, fluorescence; AID 488895; inhibition, % at 10 µM; 340,000 tested, 0.036% active;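 active = mean replicate inhibition at least 50% and at least half of replicates individually reaching 50%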;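 also: exported cargo escapes ClpAP degradation while cytoplasmic cargo is degraded and loses fluorescence; 0% = median of neutral control wells and 100% = median of NaSCN control wells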
# Ecoli viability: counter-screen for AddAB inhibitors: E. coli growth inhibition | inhibition, % at 11.9 µM | AID 449728 | 330,000 tested, 0.27% active | E. coli V3065 growth, OD600 absorbance, 18 h;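 active = inhibition above the campaign's mean inhibition across all tested compounds plus 3 SD, cut at about 9.9% in these data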;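 also: uninfected addAB+ strain grown without phage in ampicillin broth; 0% = DMSO wells and 100% = ciprofloxacin 0.95 µg/ml wells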
# AddAB inh: less growth of phage-infected E. coli with AddAB; inhibition, % at 11.9 µM; AID 435030; E. coli expressing H. pylori AddAB, absorbance growth; 330,000 tested, 0.29% active; in the data active = inhibition above about 12%;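 also: 0% = vehicle wells of infected cells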
# phage Ecoli inh: E. coli growth loss with phage present | 360,000 tested, 0.26% active | growth absorbance | inhibition, % at 11.9 µM | AID 651602; in the data active = inhibition above about 11%
# PKA-R1A activ: PKA-R1A complex activation. activation, % at 11.4 µM. 340,000 tested, 0.083% active. PKA-R1A dissociation, Cy5-IP20 fluorescence polarization; scaled: DMSO 0%, 113 µM cGMP 100%;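 active = percent activation above the mean of all tested compounds plus 3 SD, cut at about 19% in these data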;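 also: higher means more PKAc released from R1A so a rise in polarization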
# OPRM1-OPRD1 inv: inverse agonist of human OPRM1-OPRD1 heterodimerization | cell-based MOR-DOR heterodimer luminescence, inverse agonism | inhibition, % at 9.3 µM | 340,000 tested, 0.21% active | AID 504357; in the data active = inhibition above about 22%, passing the limit was not always enough;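 also: 0% = cells with DMSO and 100% = wells without cells with DMSO; values of inactives mirror those of a sister screen read the other way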
# Arr AP2 block: human beta-arrestin and AP2 interaction inhibition; inhibition, % at 10 µM; 340,000 tested, 0.31% active; FITC-arrestin peptide / GST-AP2 beads, flow cytometry; AP2 beta2 appendage carries R879A mutation;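 active = inhibition above a set limit, near 3 SD of compounds lacking own fluorescence, cut at about 54% in these data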;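 also: plate controls were DMSO wells for no effect and 5 µM unlabelled arrestin peptide for full effect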
#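 System: GST-AP2 R879A glutathione beads | Also added: FITC-arrestin peptide, 50 nM | Times: 12 min plus 1 h, RT | Signal: Bead flow cytometry, FITC channel | Buffer or medium: PBS with 0.05% Tween 20 and 0.1% BSA | Read-out basis: Percent drop in bead-associated FITC signal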
# Mot1-301 SUMO: SUMOylation pathway inhibition by Mot1-301 growth rescue | S. cerevisiae Mot1-301 growth rescue, ATP luminescence, 38.5C; percent above DMSO median, 100 means doubled | growth rescue, % at 18.8 µM | 320,000 tested, 1% active | AID 2716;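 active = every valid replicate shows activation above 250% relative to neutral control wells; inactive = the rest, any valid replicate at or below 250%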;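 also: OY570 slx delta 5 strain wells were the positive control but not used for scaling; some compounds called inactive have numbers as strong as hits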
# PfHsp90 set2: inhibits growth of yeast expressing Plasmodium falciparum Hsp90; S. cerevisiae expressing PfHsp90, BacTiter-Glo ATP, 48 h; yeast lacking PDR1 and PDR3 efflux regulators; 310,000 tested, 0.32% active; inhibition, % at 9.4 µM;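 active = every replicate shows inhibition above about 80%, whatever the replicate mean, limit read from the data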;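 also: 0% = DMSO neutral controls and 100% = 20 µM radicicol positive controls; yeast relying on Plasmodium falciparum Hsp90 in place of its own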
# The depositor's hits bear a star; . = not tested or not shown.
SMILES,DSG3 Ab inh,MOR-DOR ag,Tat transport,Ecoli viability,AddAB inh,phage Ecoli inh,PKA-R1A activ,OPRM1-OPRD1 inv,Arr AP2 block,Mot1-301 SUMO,PfHsp90 set2
CCN(CC)CCNCC(=O)Nc1ccc(Cl)cc1C(=O)c1ccccc1,102,0.9,12,-2.1,-0.2,-0.8,11,-5,10,6,5
CN(C)Cc1c[nH]c2ccccc12,101,-2.9,-2,-1.3,3.0,4.2,10,14,2,298,-11
COCOC1CCC2C3CCC4=CC(=O)CCC4=C3C=CC12C (stereo unspecified),91,3.4,-2,.,.,0.0,-2,-18,21,.,-28
COc1ccc(C(CC(=O)N2CCC3(CC2)OCCO3)NS(=O)(=O)c2ccc(F)cc2)cc1 (stereo unspecified),90,-2.7,-13,-2.6,4.6,2.5,-8,13,3,-1,23
CCOC(=O)c1nc2ccccc2c(=O)n1-c1cccc(C)c1,.,-3.4,2,0.4,4.0,3.0,-6,14,-9,458,6
Cc1ncc(CN2CCCC(C(=O)c3cccc(Cl)c3)C2)s1 (stereo unspecified),108,0.1,-4,1.4,2.1,2.9,8,0,-2,143,7
CCCCCc1nc2ccccc2c(=O)n1-c1ccccc1[N+](=O)[O-],98,5.8,8,-0.3,0.2,4.0,-5,-28,-25,-5,0
CC1CCC(C(C)C)C(OC(=O)Cn2c(COc3ccccc3)[n+](C)c3ccccc32)C1 (stereo unspecified),104,1.4,15,-0.7,1.4,-0.1,-1,-7,38,30,-17
C(=N\NC1=NCCCCC1)/c1c[nH]c2ccccc12,102,-2.2,-7,2.6,0.3,10,0,12,-17,-12,20
CN(C(=O)c1ccc(Cl)nc1)C1(c2ccccc2Cl)CCCCC1=O (stereo unspecified),106,-1.2,0,0.7,-0.9,2.4,0,6,42,-2,-1
O=C1CN(C(=O)CN2CCCCC2)C(c2ccccc2)c2cc(Br)ccc2N1 (stereo unspecified),.,-2.1,6,-2.0,2.6,0.8,-3,12,23,185,.
O=C1C(Cl)=CC(=Nc2ccc(O)cc2)C=C1Cl,.,-1.4,5,-0.3,-0.3,-1.2,-3,6,53,-2,4

# Part of the list above, set out differently.
SMILES | DSG3 Ab inh | MOR-DOR ag | Tat transport | Ecoli viability | AddAB inh | phage Ecoli inh | PKA-R1A activ | OPRM1-OPRD1 inv | Arr AP2 block | Mot1-301 SUMO | PfHsp90 set2
CCN(CC)CCNCC(=O)Nc1ccc(Cl)cc1C(=O)c1ccccc1 | 102 | 0.9 | 12 | -2.1 | -0.2 | -0.8 | 11 | -5 | 10 | 6 | 5
CN(C)Cc1c[nH]c2ccccc12 | 101 | -2.9 | -2 | -1.3 | 3.0 | 4.2 | 10 | 14 | 2 | 298 | -11
COCOC1CCC2C3CCC4=CC(=O)CCC4=C3C=CC12C (stereo unspecified) | 91 | 3.4 | -2 | . | . | 0.0 | -2 | -18 | 21 | . | -28
COc1ccc(C(CC(=O)N2CCC3(CC2)OCCO3)NS(=O)(=O)c2ccc(F)cc2)cc1 (stereo unspecified) | 90 | -2.7 | -13 | -2.6 | 4.6 | 2.5 | -8 | 13 | 3 | -1 | 23
CCOC(=O)c1nc2ccccc2c(=O)n1-c1cccc(C)c1 | . | -3.4 | 2 | 0.4 | 4.0 | 3.0 | -6 | 14 | -9 | 458 | 6
Cc1ncc(CN2CCCC(C(=O)c3cccc(Cl)c3)C2)s1 (stereo unspecified) | 108 | 0.1 | -4 | 1.4 | 2.1 | 2.9 | 8 | 0 | -2 | 143 | 7
CCCCCc1nc2ccccc2c(=O)n1-c1ccccc1[N+](=O)[O-] | 98 | 5.8 | 8 | -0.3 | 0.2 | 4.0 | -5 | -28 | -25 | -5 | 0
CC1CCC(C(C)C)C(OC(=O)Cn2c(COc3ccccc3)[n+](C)c3ccccc32)C1 (stereo unspecified) | 104 | 1.4 | 15 | -0.7 | 1.4 | -0.1 | -1 | -7 | 38 | 30 | -17
C(=N\NC1=NCCCCC1)/c1c[nH]c2ccccc12 | 102 | -2.2 | -7 | 2.6 | 0.3 | 10 | 0 | 12 | -17 | -12 | 20
CN(C(=O)c1ccc(Cl)nc1)C1(c2ccccc2Cl)CCCCC1=O (stereo unspecified) | 106 | -1.2 | 0 | 0.7 | -0.9 | 2.4 | 0 | 6 | 42 | -2 | -1
O=C1CN(C(=O)CN2CCCCC2)C(c2ccccc2)c2cc(Br)ccc2N1 (stereo unspecified) | . | -2.1 | 6 | -2.0 | 2.6 | 0.8 | -3 | 12 | 23 | 185 | .

# Additional entries:
SMILES,DSG3 Ab inh,MOR-DOR ag,Tat transport,Ecoli viability,AddAB inh,phage Ecoli inh,PKA-R1A activ,OPRM1-OPRD1 inv,Arr AP2 block,Mot1-301 SUMO,PfHsp90 set2
CNS(=O)(=O)c1ccc(N=Cc2c(O)n(-c3cccc(C)c3)c(=O)[nH]c2=O)cc1,92,-3.4,8,-0.6,-0.8,3.9,3,16,-8,24,-4
CC(C)CC12CN3CCN(CC(C3)/C1=N/O)C2,99,-2.4,3,-1.2,0.5,2.8,-3,12,-7,-12,.
Clc1ccccc1Nc1ncnc(-n2cccc2)n1,98,5.9,6,-2.7,-0.8,0.5,6,-31,12,.,.
O=C1NC(=S)SC1=Cc1ccc(N(CCCl)CCCl)cc1,97,-3.2,-6,.,.,0.2,6,14,37,.,-4
O=C(COC(=O)c1cccc(O)c1)Nc1ccc(Cl)cc1C(=O)c1ccccc1,99,6.2,2,0.0,-1.7,2.5,5,-39,0,-3,-15
CCc1ccc(CNCCc2ccc(F)cc2)cc1,.,7.6,-5,5.2,9.2,4.7,6,-39,10,-1,18
c1cncc(CNCCc2c[nH]c3ccccc23)c1,103,-1.6,3,-1.4,-1.7,1.3,-11,8,13,3,.
CCC(=O)Nc1ccc(Cl)c(Cl)c1,94,0.1,4,.,.,2.5,0,0,-4,.,11
CC(=O)O[C@H]1[C@H]2O[C@]23[C@@H]2CC[C@]4(O)C[C@@H](O)CC[C@]4(C)C2CC[C@]3(C)[C@H]1c1ccc(=O)oc1 (stereo partly specified),94,75*,-1,-1.2,-0.3,.,4,-406,36,6,23
O=C1NC(=O)C(=Cc2cn(CCOc3ccc4c(c3)OCO4)c3ccccc23)C(=O)N1,.,0.7,-7,1.6,5.1,.,-11,-3,12,-1,-2
C=CCn1c(O)c(C(CC)=Nc2cc(OC)ccc2OC)c(=O)[nH]c1=O,102,-0.7,14,-2.4,-1.2,2.7,-7,4,3,-5,-16
CCOP(=S)(OCC)SCSP(=S)(OCC)OCC,93,0.1,10,.,.,1.6,0,-1,20,.,.
COc1ccc(CCNC(=O)c2c(N)n(CCN3CCOCC3)c3nc4ccccc4nc23)cc1,107,-1.0,26,0.9,0.8,1.0,-7,5,6,-19,24
CC1CN=C(Nc2ccc(F)cc2)S1 (stereo unspecified),115,-1.8,-6,1.9,1.4,-1.9,-7,8,-23,102,25
CC(c1ccccc1F)n1cc(C(=O)Nc2ccc3nc[nH]c3c2)nn1 (stereo unspecified),100,-0.8,-2,-3.3,0.0,0.8,11,5,-2,-6,-1
C=C(C=O)CC1CC(O)[C@]2(C)OC3CC4OC5C[C@]6(C)O[C@]7(C)CCC8OC9C[C@]%10(C)OC%11C(C)=CC(=O)OC%11CC%10OC9C[C@@H](C)C8OC7CC6O[C@]5(C)CC5OC5C4OC3CC2O1 (stereo partly specified),104,-1.7,5,-4.8,-0.4,.,0,8,-3,29,-3
O=[N+]([O-])[N-][n+]1cnn(Cc2ccccc2)c1,94,-1.3,5,1.0,-0.8,4.7,-3,7,12,-28,3
COc1ccc(NP(=O)(Oc2ccc(Cl)cc2)Oc2ccc(Cl)cc2)cc1OC,119,10,3,-2.0,3.8,4.4,-7,-55,11,-10,-12
CCCCn1c(O)c(C(CC)=NC(C)c2ccccc2)c(=O)[nH]c1=O (stereo unspecified),98,7.7,16,0.7,0.8,1.1,2,-39,4,-4,.
COC(=O)CNC(=O)c1cn(CCC#N)nc1-c1ccc(F)cc1,115,-2.6,3,-1.3,0.6,0.5,-10,12,18,-3,7
CCOC(=O)C(O)(c1ccc(N(C)C(=O)c2ccc(Cl)c(Cl)c2)cc1)C(F)(F)F (stereo unspecified),99,2.1,7,-1.8,0.5,0.6,-21,-13,0,130,-18
CN1CCN(c2nc([N+](=O)[O-])nn2C)CC1,101,0.0,-3,1.1,3.7,2.7,7,0,19,292,6
CN1CCN(c2c[nH]c(=O)[nH]c2=O)CC1,103,-0.9,-6,0.2,1.1,1.3,5,5,21,0,-29
N#C/C(=C(/O)c1ccc(S(=O)(=O)N(CCCl)CCCl)cc1)c1nc2ccccc2[nH]1,117,-3.0,4,0.1,0.3,-1.0,-11,15,-6,-4,-7
COC(=O)COc1ccc(/C=C2\C(=O)NC(=S)N(c3ccc(C)cc3)C2=O)cc1OC,114,-4.4,3,0.0,-0.4,0.8,-3,20,0,6,22
CC(C)c1ccc(N2C(=O)NC(=O)/C(=C\c3cnc(-c4ccccc4)nc3)C2=O)cc1,101,-3.1,-2,-0.6,0.6,4.0,3,14,19,2,-1
Cc1cc(/C=C2\C(=O)NC(=O)N(Cc3ccccc3)C2=O)c(C)n1C1CC1,81,-1.1,2,-0.9,0.7,3.9,5,6,1,-2,5
COc1ccc(CCNC2CCCCC2)cc1,94,-0.9,14,1.4,0.2,2.8,5,5,-21,.,2
Cc1cc(C)cc(-n2c(C)cc(/C=C3\C(=O)NC(=O)N(C)C3=O)c2C)c1,97,-0.7,-6,-0.2,2.6,4.7,5,4,-1,4,2
CC1=CC(=O)OC2CC3OC4C[C@@H](C)C5OC6CC7O[C@]8(C)C/C=C\C9OC%10CC%11OC(CC(C)CO)CC(O)[C@]%11(C)OC%10CC9OC8C[C@]7(C)O[C@]6(C)CCC5OC4C[C@]3(C)OC12 (stereo partly specified),98,-0.3,10,-0.6,2.4,2.5,7,1,-3,13,13
NC(=O)c1c(NC(=O)c2ccc(S(=O)(=O)N(CCCl)CCCl)cc2)sc2c1CCCCC2,110,-4.6,-2,1.2,5.0,.,7,25,-6,-21,-16
OC(c1ccccc1)(c1ccccc1)c1ccncc1,86,-0.9,-1,-1.9,3.0,1.0,-11,6,-8,8,6

# Two of these compounds, reformatted.
SMILES | DSG3 Ab inh | MOR-DOR ag | Tat transport | Ecoli viability | AddAB inh | phage Ecoli inh | PKA-R1A activ | OPRM1-OPRD1 inv | Arr AP2 block | Mot1-301 SUMO | PfHsp90 set2
Cc1cc(C)cc(-n2c(C)cc(/C=C3\C(=O)NC(=O)N(C)C3=O)c2C)c1 | 97 | -0.7 | -6 | -0.2 | 2.6 | 4.7 | 5 | 4 | -1 | 4 | 2
OC(c1ccccc1)(c1ccccc1)c1ccncc1 | 86 | -0.9 | -1 | -1.9 | 3.0 | 1.0 | -11 | 6 | -8 | 8 | 6

# Compound activity deposited in PubChem by several laboratories.

# Only part of the results is shown; count on the stated rates, not on these rows.
